BRCA1 expr act: BRCA1 expression activation. 380,000 tested, 1.1% active. Potency, µM (series often up to 46.1 µM), for the others: at the top dose activation, hits mostly activators. MCF7-BRCA1-FFLuc reporter, luminescence, 48 h; response scale: scaled: vehicle 0%, 10 µM genistein 100%; note: potency is the fitted concentration of half-maximal effect; nearly all actives have a fitted effect of over 80% in size; some results filed as inactive show a strong effect at the top dose
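Compounds are tested at multiple concentrations on MCF7 BRCA1-luciferase reporter cells seeded at 2000 per well; after 48 h, a single luminescence end-point is taken and curves fitted to the normalized data.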
ELG1 genotoxic: genotoxicity induction in ELG1-luciferase HEK293T cells. HEK293T ELG1-luciferase reporter, luminescence, 16 h. Potency, µM (titrated, usually from 46 µM), for the others: top-dose activity change, positive = activation, hits mostly activators. 330,000 tested, 1.3% active; note: potency is the fitted concentration of half-maximal effect; % of control where 0% means no effect; nearly all actives have a fitted effect of over 60% in size
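16 hr compound incubation (37 °C, 5% CO2) of HEK293T cells carrying luciferase-tagged ELG1; luciferase then measured by ONE-Glo luminescence after 30 min at RT.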
p53 reactivation: mutant p53 re-activation in reporter cells. H1299 p53-A138V BP100-luciferase reporter, luminescence, 24 h. 320,000 tested, 0.063% active. Potency, µM (top dose mostly 92.2 µM), for the others: at the highest dose activity change, positive = activation, actives largely listed as activators. AID 504706; note: potency is the fitted concentration of half-maximal effect; % of control where 0% means no effect; nearly all actives have a fitted effect of over 45% in size
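H1299 (p53-null), stable ts p53-A138V + BP100-Luc; 1000 cells/well, Opti-MEM/10% FBS; cpd 4 pt, 1:5; 24 h, 37 deg C, 5% CO2; detection reagent 10 min RT; luminescence.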
Tb PFK block: inhibitors of T. brucei phosphofructokinase | 330,000 tested, 0.17% active | O15648 | Potency, µM (series often up to 57.5 µM), inactives show top-dose activity, negative = inhibition, usual class: inhibitors | T. brucei PFK, ADP-Glo luminescence;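 note: potency is the fitted concentration of half-maximal effect; 0% = uninhibited 1x PFK enzyme wells and -100% = no-enzyme wells; nearly all actives have a fitted effect of over 60% in size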
Target sequence (O15648 whole entry, looked up): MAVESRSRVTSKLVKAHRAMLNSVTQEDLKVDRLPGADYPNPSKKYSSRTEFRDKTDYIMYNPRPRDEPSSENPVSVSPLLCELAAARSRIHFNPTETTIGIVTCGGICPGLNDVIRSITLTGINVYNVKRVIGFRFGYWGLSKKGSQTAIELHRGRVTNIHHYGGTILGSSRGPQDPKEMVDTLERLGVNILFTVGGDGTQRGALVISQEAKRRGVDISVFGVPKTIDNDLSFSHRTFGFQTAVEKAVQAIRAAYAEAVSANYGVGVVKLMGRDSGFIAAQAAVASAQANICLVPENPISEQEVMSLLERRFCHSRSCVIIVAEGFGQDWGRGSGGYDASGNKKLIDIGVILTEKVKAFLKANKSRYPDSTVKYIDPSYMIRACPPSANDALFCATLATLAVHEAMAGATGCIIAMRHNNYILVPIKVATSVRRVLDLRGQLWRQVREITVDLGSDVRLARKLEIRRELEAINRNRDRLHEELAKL
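PFK 1.25 nM, F6P 0.5 mM, ATP 0.1 mM, 0.1 M TEA pH 8.0, 5 mM MgCl2, 0.01% Tween20, 0.1% BSA; 45 min RT. ADP-Glo readout. qHTS titration up to 57 uM; curves fitted, compounds curve-classed.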
ELG1 repair inh: ELG1-dependent DNA repair inhibition | HEK293T ELG1-luciferase reporter, luminescence, 16 h; DNA damage induced by 5-fluorouridine | AID 504467 | 330,000 tested, 2.3% active | Potency, µM (top dose mostly 46.1 µM), for the others: at the highest dose activity change, negative = inhibition, hits mostly inhibitors; note: potency is the fitted concentration of half-maximal effect; % is set by controls: 0 for no effect and ±100 for the full control effect; nearly all actives have a fitted effect of over 55% in size
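In this reporter screen, reduction of luminescence relative to DMSO vehicle indicated activity. Compounds and 5-fluorouridine were added together to 2,000 cells per well, incubated for 16 hr at 37 °C, then developed with ONE-Glo.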
FLuc modulator: inhibits or activates purified firefly luciferase, miR-21 counter-screen | 360,000 tested, 6.9% active | Potency, µM (top dose mostly 57.5 µM), for inactives: at the top dose activity change, negative = inhibition, usual class: inhibitors | purified FLuc, Km substrates, luminescence inhibition | P08659 | AID 588342;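 note: potency is the fitted concentration of half-maximal effect; plate controls were vehicle for no effect and reference inhibitor for full effect; nearly all actives have a fitted effect of over 55% in size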
Target sequence (P08659 whole entry, looked up): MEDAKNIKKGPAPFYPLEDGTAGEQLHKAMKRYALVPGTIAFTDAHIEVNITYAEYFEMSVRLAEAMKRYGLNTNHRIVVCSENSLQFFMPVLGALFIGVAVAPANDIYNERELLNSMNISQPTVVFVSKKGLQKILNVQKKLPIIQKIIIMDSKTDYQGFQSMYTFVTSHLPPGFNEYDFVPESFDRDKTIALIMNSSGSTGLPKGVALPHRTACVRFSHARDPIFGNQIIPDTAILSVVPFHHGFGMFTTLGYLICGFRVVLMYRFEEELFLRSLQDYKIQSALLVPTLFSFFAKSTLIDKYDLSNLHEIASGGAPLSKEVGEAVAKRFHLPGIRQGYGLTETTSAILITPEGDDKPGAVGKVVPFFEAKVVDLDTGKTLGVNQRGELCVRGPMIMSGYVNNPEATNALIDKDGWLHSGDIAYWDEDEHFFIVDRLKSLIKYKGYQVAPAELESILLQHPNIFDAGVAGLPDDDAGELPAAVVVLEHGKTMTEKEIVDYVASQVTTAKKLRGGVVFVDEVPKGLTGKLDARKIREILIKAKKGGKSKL
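Purified P. pyralis luciferase, 10 nM final, with Km-level 10 uM D-luciferin and 10 uM ATP in 50 mM Tris acetate pH 7.5, 10 mM Mg acetate, 0.01% Tween-20, 0.05% BSA; 6-point qHTS titration about 60 µM downward; luminescence read.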
Rab9 prom act: activators of Rab9 promoter; Huh7 Rab9 promoter-luciferase reporter, luminescence, 24 h; Potency, µM (doses to about 9.22 µM), for the others: at the top dose activation, negative = inhibition, actives largely listed as activators; 320,000 tested, 2.8% active; note: potency is the fitted concentration of half-maximal effect; % of control where 0% means no effect; nearly all actives have a fitted effect of over 60% in size
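Huh7 reporter line, Rab9 promoter upstream of luciferase. Compound exposure 24 h at 37 °C in reduced-serum medium with 10% FBS. Read-out: luminescence.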
RORgamma inh: blocks mouse ROR gamma transcriptional activity; Potency, µM (highest dose often 53.6 µM), without a hit: top-dose activity change, negative = inhibition, usual class: inhibitors; 310,000 tested, 5.4% active; Drosophila S2 Gal4-RORgamma UAS-luciferase reporter, 20 h; P51450; AID 2551; note: potency is the fitted concentration of half-maximal effect; % is set by controls: 0 for no effect and ±100 for the full control effect; nearly all actives have a fitted effect of over 60% in size
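Luciferase reporter read in Schneider cells carrying Gal4-RORγ (mouse) and UAS-Photinus luciferase; cells given compound 1 h before 700 uM copper sulfate induction, then incubated 20 h at ambient temperature.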
NPC1 prom act: NPC1 promoter activation. 320,000 tested, 2.4% active. AID 485313. Huh7 NPC1 promoter luciferase reporter, 24 h. Potency, µM (series often up to 9.22 µM), without a hit: at the highest dose activation, actives largely listed as activators;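 note: potency is the fitted concentration of half-maximal effect; % of control where 0% means no effect; nearly all actives have a fitted effect of over 60% in size; reporter is driven by a mutant NPC1 promoter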
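Stably transfected Huh7 (NPC1 promoter→luciferase), 1500 cells/well in Opti-MEM + 10% FBS, 2 h settle, then compound 24 h at 37 °C. Luminescence after 10 min with Amplite reagent.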
Gal4-VP16 FLuc: counter-screen for ROR gamma inhibitors: Gal4-VP16 reporter; Potency, µM (titrated, usually from 53.6 µM), inactives show at the highest dose activity, negative = inhibition, usual class: inhibitors; 310,000 tested, 3.5% active; Drosophila S2 Gal4-VP16 UAS-luciferase, luminescence, 20 h;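 note: Gal4-VP16 expression switched on by copper sulfate through the metallothionein promoter; potency is the fitted concentration of half-maximal effect; % is set by controls: 0 for no effect and ±100 for the full control effect; nearly all actives have a fitted effect of over 50% in size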
TRPV1 agonist: activates the human vanilloid receptor TRPV1; Q8NER1; TRPV1-expressing cells, Fluo-8 calcium influx, agonist mode; activation, % at 8.33 µM; 320,000 tested, 0.19% active; AID 540275; in the data active = activation above about 80%; inconclusive = between about 30% and that limit; note: 0% is about no effect
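TRPV1-expressing cells were cultured overnight at 35.5C and loaded with Fluo-8 calcium dye for 40 to 90 min at room temperature. After a 10 s baseline, compound was added and calcium influx was read kinetically for 3 min (ex 480/em 520 nm).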
The depositor's hits bear a star; ? = inconclusive; nt = no result given; [ ] = remark or other dose. Unless noted, calls come from the whole dose curve; as a rule, active = well fitted curve in the direction sought with a large enough effect; inconclusive = small, poorly fitted or top-dose-only effect, or another doubt; inactive = no such curve, though single readings can be large; an effect the other way counts as inactive or inconclusive.

SMILES | BRCA1 expr act | ELG1 genotoxic | p53 reactivation | Tb PFK block | ELG1 repair inh | FLuc modulator | Rab9 prom act | RORgamma inh | NPC1 prom act | Gal4-VP16 FLuc | TRPV1 agonist
CCCc1nnc(SCC(=O)N2CCCCC2)n1CC1CCCO1 (configuration not stated) | 3% | -1% | -1% | 0% | 9% | 5% | 3% | -5% | -3% | 3% | -1
CC(C)(C)P(=O)(CO)c1ccccc1 (configuration not stated) | -2% | -5% | -1% | 1% | 2% | 1% | 4% | -22% | -3% | -8% | 1
COc1ccc(NC(=O)COC(=O)Cn2c(C)nc3ccccc32)cc1OC | -18% | 0% | -1% | -2% | 9% | -15% | -3% | 17% | 1% | 1% | -1
CC(=O)c1c(COC(=O)c2ccccc2Cl)nc2ccccc2[n+]1[O-] | -5% | -2% | -1% | 2% | -3% | 5% | -8% | 23% | -2% | -4% | 8
COc1cc(OC)c(OC)cc1CNC(=O)c1cc(=O)[nH]c2ccccc12 | 5% | -17% | 5% | 7% | 7% | -1% | -4% | ? | 5% | 9% | 2
Cc1ccc(SCc2cc(=O)[nH]c(/N=C(\N)Nc3ccccc3Sc3ccccc3)n2)cc1 | -13% | -2% | -36%[inhibitor] | 8% | -1% | 1% | -4% | 2% | -4% | 2% | 4
Cc1cc(-c2ccccc2)nc(N/N=C/c2ccco2)n1 | 53% | 7% | ? | 1% | 1% | 12µM* | ? | 8.9µM* | ? | ? | ?
CCOC(=O)/C(C#N)=C/C1=C(N2CCCC2)CC(C)(CC)OC1 (configuration not stated) | -25% | -3% | -2% | -2% | 5% | 1% | 15% | -2% | 0% | 2% | 8
O=c1c(-c2ccccc2Cl)c[nH]n1-c1ccccc1 | 23% | 2% | 3% | 1% | 4% | ? | 0% | 34% | -1% | 17% | -1
CC(OC(=O)CNC(=O)c1ccccc1)C(=O)Nc1ccc(S(=O)(=O)N2CCOCC2)cc1 (configuration not stated) | 12% | 2% | -1% | 12% | -4% | 4% | -3% | nt | -6% | nt | 0
O=C(Nc1ccc(Cc2ccncc2)cc1)C1CCC(N2C(=O)C3CCCCC3C2=O)CC1 (configuration not stated) | -17% | -11% | -2% | 3% | ? | -2% | -18% | 31% | -6% | -13% | 27
O=C(Nc1ccc(S(=O)(=O)NC2=NCCCCC2)cc1)C1COc2ccccc2O1 (configuration not stated) | 0% | -1% | -4% | -27% | -10% | 1% | -1% | 3% | -3% | -7% | -2
Cc1ccc(-c2nnc(N3CCOCC3)c3ccccc23)cc1S(=O)(=O)N(C)C | -13% | 0% | 4% | 0% | 0% | -1% | 9% | ? | -9% | -22% | -1
O=C(CSc1nnc2c(Cl)cc(Cl)cn12)NC1CCS(=O)(=O)C1 (configuration not stated) | 13% | 4% | 4% | 0% | ? | 10% | 0% | 13% | 2% | ? | -3
CCCC(=O)Nc1ccc2c(c1)nc(CN1CCN(C(=O)OCC)CC1)n2CC | -32% | 3% | -5% | -1% | ? | 0% | -16% | 5% | -25% | 1% | -5
O=C(Nc1ccc2c(c1)OCO2)C(=O)c1c[nH]c2ccccc12 | ? | 1.8µM* | 21% | 1% | ? | 0.67µM* | 0.71µM* | -17% | 0.4µM* | -2% | 2
Cc1cc(N2C(=O)CC(N3CCN(c4ccc(C(=O)c5cccs5)cc4)CC3)C2=O)no1 (configuration not stated) | 59% | 6% | 5% | -1% | ? | -9% | 7% | 34% | 6% | 16% | 1
Cc1cccc(C(=O)OC2CCOC2=O)c1C (configuration not stated) | -6% | 1% | 3% | 0% | -2% | 2% | 7% | 1% | -1% | 7% | -1
CCn1c(=O)c(=O)n(CC)c2cc(S(=O)(=O)N3CCc4ccccc43)ccc21 | -14% | -4% | -1% | 0% | 3% | 1% | 0% | 29% | -1% | 0% | 2
CC1(C)Cc2c(sc3c4nnnn4c4nnnn4c23)CO1 | nt | 9% | 0% | -6% | 6% | -2% | 3% | 0% | -1% | 2% | 1

Of the compounds above, four have an NH in an aromatic ring:
SMILES | BRCA1 expr act | ELG1 genotoxic | p53 reactivation | Tb PFK block | ELG1 repair inh | FLuc modulator | Rab9 prom act | RORgamma inh | NPC1 prom act | Gal4-VP16 FLuc | TRPV1 agonist
COc1cc(OC)c(OC)cc1CNC(=O)c1cc(=O)[nH]c2ccccc12 | 5% | -17% | 5% | 7% | 7% | -1% | -4% | ? | 5% | 9% | 2
Cc1ccc(SCc2cc(=O)[nH]c(/N=C(\N)Nc3ccccc3Sc3ccccc3)n2)cc1 | -13% | -2% | -36%[inhibitor] | 8% | -1% | 1% | -4% | 2% | -4% | 2% | 4
O=c1c(-c2ccccc2Cl)c[nH]n1-c1ccccc1 | 23% | 2% | 3% | 1% | 4% | ? | 0% | 34% | -1% | 17% | -1
O=C(Nc1ccc2c(c1)OCO2)C(=O)c1c[nH]c2ccccc12 | ? | 1.8µM* | 21% | 1% | ? | 0.67µM* | 0.71µM* | -17% | 0.4µM* | -2% | 2

The list continues.
SMILES | BRCA1 expr act | ELG1 genotoxic | p53 reactivation | Tb PFK block | ELG1 repair inh | FLuc modulator | Rab9 prom act | RORgamma inh | NPC1 prom act | Gal4-VP16 FLuc | TRPV1 agonist
CNC(=S)Nc1cccc2[nH]ncc12 | 1%[1.84 µM] | 0% | 7% | 0% | 10% | 0% | -6% | -29% | 0% | -1% | 3
O=c1[nH]c2ccccc2n1Cc1ccc(Cl)cc1 | 4% | -1% | 2% | -5% | -11% | 2% | -10% | 12% | -4% | -4% | 6
Cc1ccc(NC(=O)c2c(C(F)(F)F)nn(C)c2SCc2ccc(Cl)cc2)cc1C | -70% | -3% | 25% | -3% | 2% | ? | 9% | 0.45µM* | -2% | -1% | 8
O=C(c1ccc(S(=O)(=O)N2CCOCC2)cc1)N(Cc1ccco1)Cc1cccs1 | -13% | -1% | -10% | 1% | -13% | 1% | 0% | ? | 2% | 1% | 25
CC[C@]12c3[nH]c4cc(CCC(=O)N(C)C)ccc4c3CCN1C(=O)[C@@H](CC(=O)NCCN1CCOCC1)C[C@@H]2C(=O)N1CCN(C(=O)C2CC2)CC1 | 2% | -1% | 13% | -3% | 4% | nt | nt | nt | nt | nt | nt
COc1ccc(Cl)cc1N(CC(=O)Nc1ccc2c(c1)OCCO2)S(C)(=O)=O | -31% | 6% | -2% | 4% | ? | -5% | -2% | 11% | 1% | 5% | 0
COc1ccc(S(=O)(=O)N(n2c(C)nnc2-n2nc(C)cc2C)S(=O)(=O)c2ccc(OC)cc2)cc1 | -14% | 0% | 12% | 6% | -11% | 2% | 8% | -9% | -2% | -5% | 5
COC(=O)c1sc(=S)n(-c2ccccc2)c1N | -14% | ? | 1% | -3% | 0% | 5% | 1% | 1% | 2% | -1% | 2
c1ccc(CCC2CCCCN2Cc2cn[nH]c2-c2cc3ccccc3o2)nc1 (configuration not stated) | -18% | -2% | -2% | 0% | -4% | 0% | 0% | 32% | -3% | -3% | -3
O=c1[nH]c(C2CCN(S(=O)(=O)c3ccccc3F)CC2)nc2c1nnn2Cc1ccc(OC(F)(F)F)cc1 | -67% | -4% | -6% | -1% | 18µM* | 2% | -7% | 37% | 0% | -14% | 1
N#C/C(C(=O)N1CCOCC1)=C1/SC(Cc2ccccc2Cl)C(=O)N1c1ccccc1 (configuration not stated) | 8% | 1% | 0% | 0% | -5% | 3% | -1% | 4% | -1% | 5% | 2
CN1C(=O)/C(=N/OC(=O)c2ccccc2Br)c2ccccc21 | 2% | 1% | -2% | 0% | ? | ? | 0% | ? | -5% | ? | -3

One compound at a time, as listed above:
Cc1cc(-c2ccccc2)nc(N/N=C/c2ccco2)n1 across the screens: BRCA1 expr act = 53%; ELG1 genotoxic = 7%; p53 reactivation = ?; Tb PFK block = 1%; ELG1 repair inh = 1%; FLuc modulator = 12µM*; Rab9 prom act = ?; RORgamma inh = 8.9µM*; NPC1 prom act = ?; Gal4-VP16 FLuc = ?; TRPV1 agonist = ?
CCOC(=O)/C(C#N)=C/C1=C(N2CCCC2)CC(C)(CC)OC1 (configuration not stated) across the screens: BRCA1 expr act = -25%; ELG1 genotoxic = -3%; p53 reactivation = -2%; Tb PFK block = -2%; ELG1 repair inh = 5%; FLuc modulator = 1%; Rab9 prom act = 15%; RORgamma inh = -2%; NPC1 prom act = 0%; Gal4-VP16 FLuc = 2%; TRPV1 agonist = 8
